MazF activator: MazEF (E. coli) toxin RNase activation; FAM/BHQ RNA-DNA oligo cleavage fluorescence, 5 h; activation, % at 20 µM; 0.32% of 350,000 active; in the data active = activation above about 50%
Target sequence (P0AE70 whole entry, looked up): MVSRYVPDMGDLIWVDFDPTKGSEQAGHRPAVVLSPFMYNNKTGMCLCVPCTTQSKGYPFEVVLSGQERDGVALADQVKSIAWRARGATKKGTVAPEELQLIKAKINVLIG
Anthrax LF inh2: blocks Bacillus anthracis lethal factor protease. 0.12% of 360,000 active. AID 588501. inhibition, % at 10 µM. multiplex microsphere protease cleavage assay, LF; in the data active = inhibition above about 30%; note: plate controls were buffer without enzyme for full effect and enzyme alone for no effect
DUSP3 inh: DUSP3 (human) phosphatase inhibition. inhibition, % at 13.3 µM. AID 1654. 0.52% of 290,000 active. recombinant VHR phosphatase, pNPP absorbance; in the data active = inhibition above about 50%; note: some compounds called inactive have numbers as strong as hits
Target sequence (P51452 whole entry, looked up): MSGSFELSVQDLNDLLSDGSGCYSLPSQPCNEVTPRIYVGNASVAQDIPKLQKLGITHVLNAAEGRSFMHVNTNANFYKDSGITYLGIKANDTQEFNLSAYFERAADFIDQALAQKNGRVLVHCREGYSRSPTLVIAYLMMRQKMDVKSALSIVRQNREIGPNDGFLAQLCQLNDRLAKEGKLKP
Rv3671c protease: inhibitors of M. tuberculosis serine protease Rv3671c; P9WHR9; 0.048% of 320,000 active; inhibition, % at 5.96 µM; in the data active = inhibition above about 38%;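 note: extracellular domain of Rv3671c used as enzyme; 0% = enzyme with DMSO and 100% = no enzyme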
Target sequence (P9WHR9 whole entry, looked up, the tested form may be a part): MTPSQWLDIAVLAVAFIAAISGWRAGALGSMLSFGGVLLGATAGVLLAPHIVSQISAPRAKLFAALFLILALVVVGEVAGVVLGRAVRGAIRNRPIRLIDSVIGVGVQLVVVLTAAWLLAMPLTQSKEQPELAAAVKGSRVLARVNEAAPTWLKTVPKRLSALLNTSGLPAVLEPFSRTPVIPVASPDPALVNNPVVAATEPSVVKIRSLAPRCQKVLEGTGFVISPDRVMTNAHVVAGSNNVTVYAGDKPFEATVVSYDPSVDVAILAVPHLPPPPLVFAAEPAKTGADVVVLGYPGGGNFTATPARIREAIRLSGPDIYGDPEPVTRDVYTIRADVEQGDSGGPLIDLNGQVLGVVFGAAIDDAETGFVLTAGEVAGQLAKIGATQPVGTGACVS
Yp Topo-I inh: Y. pestis Topo-I inhibition via cleavage products; Y. pestis Topo-I cleavage product accumulation, plate reader; activity, % at 10 µM; 0.064% of 360,000 active; AID 504884; in the data active = activity above about 50%, passing the limit was not always enough; note: inactives centre near 2
3CLpro inhibitor: SARS-CoV 3CLpro protease inhibition | 0.14% of 290,000 active | AID 1706 | inhibition, % at 6 µM | P0C6X7 | recombinant SARS-CoV 3CLpro, quenched FRET peptide cleavage; in the data active = inhibition above about 12%
TcdB GH inh: blocks C. difficile toxin B glycohydrolase activity; AID 652162; 0.24% of 350,000 active; P18177; inhibition, % at 9.99 µM; TcdB glycohydrolase enzymatic assay, plate reader; in the data active = inhibition above about 10%
BH1578 lux ind: induces V. cholerae light production without autoinducers | V. cholerae BH1578 lux reporter, luminescence, 6 h | activation, % at 18.7 µM | 0.16% of 350,000 active | AID 588436; in the data active = activation mostly above about 9.7%, no sharp cut-off; note: not every result past the cut was called active; inactives centre near 0; reference of the scale not given here
PfHsp40 rescue: rescue of PfHsp40-mediated yeast toxicity; 0.68% of 340,000 active; S. cerevisiae expressing PfHsp40, growth rescue, ATP luminescence; growth rescue, % at 12.5 µM; in the data active = growth rescue above about 28%, passing the limit was not always enough;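 note: yeast W303a lacking pdr1 and pdr3 grown in galactose medium; growth measured after three days at 30 °C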
PriA SSB inh: inhibitors of Klebsiella pneumoniae PriA binding to SSB C-terminal tail. AlphaScreen SSBct-PriA binding, biotinylated peptide. inhibition, % at 33 µM. 0.6% of 430,000 active. AID 1272365; in the data active = inhibition mostly above about 37%, no sharp cut-off; inactive = mostly below about 20%;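 note: plate controls were negative control peptide for no effect and reference peptide for full effect; strong numbers were not always called active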
Numbers without * were called inactive; i = inactive; . = no result given; & = joins results of further samples. A portion of the library; count on the stated rates, not on these rows.

Values run as follows: Anthrax LF inh2, MazF activator, 3CLpro inhibitor, TcdB GH inh, Rv3671c protease, PfHsp40 rescue, Yp Topo-I inh, DUSP3 inh, BH1578 lux ind, PriA SSB inh
(1) COc1ccc(CN2CCOCCOCCOCCOCCOCC2)cc1
 : -4, 11, -2, -2.1, -4, 0.0, -5, 17, -0.4, 2
(2) CC(C)CCNC(=O)CCc1nnc(Cc2c[nH]c3ccccc23)o1
 : 3, -7, -4, 1.7, -3, 0.8, 4, 13, -0.3, -11
(3) Cc1ccc(O)c(NC(=O)C2CC(c3ccc(F)cc3)=NO2)c1 (stereo not drawn)
 : 0, -3, 0, ., -14, -0.2, 1, -11, -0.2, -13
(4) Cc1ccc(NNC(N)=S)cc1Cl
 : 4, 5, -1, -4.4, -11, -0.5, -6, 23, -0.4, 10
(5) CC(=O)Nc1cccc(NC(=O)CSc2nc(=O)n(CCN3CCOCC3)c3c2CCCC3)c1
 : 3, 9, ., 1.9, 3, -1.1, 5, ., -0.9, -7
(6) CC(C)[C@@H]1C=C(C(=O)O)O[C@H](OCCCCO)C1
 : -2, 3, ., 0.5, -2, -0.5, 3, 11, 0.0, 5
(7) OC(CNC1CCCc2ccccc21)COc1c(Cl)cccc1Cl (stereo not drawn)
 : -2, 3, 0, -0.6, -5, 0.2, 12, 2, 3.0, -1
(8) CC/C(O)=C1\C(=O)CC(c2ccccc2)CC1=NCCC(=O)O (stereo not drawn)
 : 1, 8, -3, 0.6, -8, -0.9, -3, 16, -0.1, .
(9) CCOc1cc(NC(=O)Nc2ccc(F)cc2)c(OCC)cc1NC(=O)CC
 : -2, 10, 0, -2.6, 2, 0.1, -4, 12, 0.8, -2
(10) Cc1ccc(SC(C)C(=O)Nc2ncn[nH]2)cc1 (stereo not drawn)
 : 0, -1, -3, 1.3, 1, -0.8, -5, 2, i, -2

Record cards, from the list above. Order of screens: Anthrax LF inh2 | MazF activator | 3CLpro inhibitor | TcdB GH inh | Rv3671c protease | PfHsp40 rescue | Yp Topo-I inh | DUSP3 inh | BH1578 lux ind | PriA SSB inh
OC(CNC1CCCc2ccccc21)COc1c(Cl)cccc1Cl (stereo not drawn) across the screens: -2 | 3 | 0 | -0.6 | -5 | 0.2 | 12 | 2 | 3.0 | -1
CC(C)CCNC(=O)CCc1nnc(Cc2c[nH]c3ccccc23)o1 across the screens: 3 | -7 | -4 | 1.7 | -3 | 0.8 | 4 | 13 | -0.3 | -11

Reprinted, nos. 1 to 6
Values run as follows: Anthrax LF inh2, MazF activator, 3CLpro inhibitor, TcdB GH inh, Rv3671c protease, PfHsp40 rescue, Yp Topo-I inh, DUSP3 inh, BH1578 lux ind, PriA SSB inh
(1) COc1ccc(CN2CCOCCOCCOCCOCCOCC2)cc1
 : -4, 11, -2, -2.1, -4, 0.0, -5, 17, -0.4, 2
(2) CC(C)CCNC(=O)CCc1nnc(Cc2c[nH]c3ccccc23)o1
 : 3, -7, -4, 1.7, -3, 0.8, 4, 13, -0.3, -11
(3) Cc1ccc(O)c(NC(=O)C2CC(c3ccc(F)cc3)=NO2)c1 (stereo not drawn)
 : 0, -3, 0, ., -14, -0.2, 1, -11, -0.2, -13
(4) Cc1ccc(NNC(N)=S)cc1Cl
 : 4, 5, -1, -4.4, -11, -0.5, -6, 23, -0.4, 10
(5) CC(=O)Nc1cccc(NC(=O)CSc2nc(=O)n(CCN3CCOCC3)c3c2CCCC3)c1
 : 3, 9, ., 1.9, 3, -1.1, 5, ., -0.9, -7
(6) CC(C)[C@@H]1C=C(C(=O)O)O[C@H](OCCCCO)C1
 : -2, 3, ., 0.5, -2, -0.5, 3, 11, 0.0, 5

Additional structures
Values run as follows: Anthrax LF inh2, MazF activator, 3CLpro inhibitor, TcdB GH inh, Rv3671c protease, PfHsp40 rescue, Yp Topo-I inh, DUSP3 inh, BH1578 lux ind, PriA SSB inh
(11) O=C(CN1CCN(c2ncccn2)CC1)NCc1ccc2c(c1)OCO2
 : -4, -1, -1, 1.1, 6, 0.0, 5, -1, -0.3, -7
(12) O=C(NNc1ccccc1)OCc1ccccc1
 : -6, 2, ., -9.9, ., ., 0, ., -5.9, .
(13) COc1ccc(/C(N)=N/OC(=O)c2cc(-c3ccccc3)nc3ccccc23)cc1
 : -4, 3, 0, ., 2, 1.8, 1, 11, i, .
(14) CCCN(CC1CCCO1)C(=O)c1cc(COc2ccc(F)cc2F)on1 (stereo not drawn)
 : -1, -2, -4, 0.8, -7, -1.0, 7, 47, i, -17
(15) O=C(CSc1nnc(COc2ccccc2)n1Cc1ccco1)NCc1ccco1
 : -1, 14, -1, ., -1, 1.1, 8, 23, i, 8
(16) COc1ccc(-c2sc3ccc(OC)cc3c2-c2ccc(OC)nc2)cc1
 : -3, -4, ., 0.7, -1, 0.3, -7, ., i, 10
(17) CN(c1ccccc1)S(=O)(=O)c1cccc(NC(=O)CCNC(=O)c2ccccc2)c1
 : -6, -2, ., 0.9, -7, 1.9, 4, ., i, -2
(18) Cc1ccc(NC2=C(C(=O)c3ccccc3)N(C)S(=O)(=O)c3ccccc32)cc1
 : -11, 6, -1, ., 3, 0.9, -11, 10, -11, 35
(19) CCC(=O)c1ccc(OCC(=O)N2CCN(C(=O)c3ccccc3)CC2)cc1
 : -2, 6, ., 0.6, -2, 12, 1, ., i, 2
(20) COc1ccc(-c2ncn(CCC#N)c2[N+](=O)[O-])cc1
 : 1, 0, 2, ., -1, -0.7, -3, -4, -0.2, -8
(21) CC(C)c1cc(O)c(-c2ccccc2)c(=O)n1-c1ccc(Cl)cc1
 : 2, 3, -1, 1.4, -4, -0.1, -2, 10, i, -10
(22) Cn1c(C(=O)NC2CCCCC2)cc2c(=O)n3ccccc3nc21
 : -2, 6, 10, -1.5, -8, -0.5, 4, -9, 1.0, -25
(23) O=C(CN1CCN(S(=O)(=O)c2ccc(Cl)cc2)CC1)NC1CCCC1
 : -4, -1, -7, -0.3, -6, -1.3, 9, 10, -1.6, -9
(24) COc1ccc2nc(NC(=O)C3CCN(C(=O)c4ccco4)CC3)sc2c1
 : 2, 6, -2, -9.5, -2, 0.3, 1, 34, -0.6, -2
(25) O=C(O)CCCc1ccc(N(CCCl)CCCl)cc1
 : 8, -2, -9, -7.3, 5, 0.0, 3, 5, 6.2, -1
(26) O=C(N/N=C/c1ccc(F)c(F)c1)c1cc2c(s1)-c1ccccc1CC2
 : 0, 0, -6, ., -1, 0.7, -6, 13, -0.5, .
(27) O=C(O)c1ccccc1-c1ccccc1C(=O)Nc1ccc2c(c1)C(O)c1ccccc1-2 (stereo not drawn)
 : -4, 8, ., -3.2, ., ., 8, ., -0.3, .
(28) O=C(COC(=O)/C=C/c1cccc(Cl)c1)NC1CCCC1
 : -4, -6, ., 0.6, 0, -0.7, 4, ., i, 6
(29) COc1ccc(-c2nnc(SC(C(=O)c3c[nH]c4ccccc34)c3ccccc3)n2N)cc1OC (stereo not drawn)
 : 0, -6, 6, 0.4, -37, 1.4, -5, -4, -0.7, -11
(30) Cc1cc(N)n(-c2ccc([N+](=O)[O-])cc2)n1
 : -2, -16, 3, -7.5, 3, 2.7, -3, 26, -1.0, 6
(31) C[C@H](CO)N1C[C@H](C)[C@@H](CN(C)Cc2ccc3c(c2)OCO3)Oc2ccc(NS(C)(=O)=O)cc2C1=O
 : -8, 1, ., -0.8&0.1, 4, -1.3, -3, ., i, -4
(32) CCn1nc(C)cc1C(=O)n1nc(C)c(Sc2ncccn2)c1C
 : 4, 2, 6, 1.0, 5, 0.9, -14, 16, -0.8, -18
(33) Cc1cc(NS(=O)(=O)c2ccc(NC(=O)Cc3ccc([N+](=O)[O-])cc3)cc2)no1
 : -5, 2, 7, -1.9, 1, 1.4, 3, 19, -0.3, -19
(34) N#CCC(=O)N1CC2(CC(c3cccc(NC(=O)COc4ccc(Cl)cc4)c3)=NO2)C[C@@H]1C(N)=O (stereo partly drawn)
 : -2, 3, ., 1.0, -2, -0.4, 11, 19, i, -5
(35) CCN1CCN(c2ccc(NC(=O)C(C)C)cc2Cl)CC1
 : -7, 2, -8, ., 4, -0.8, 4, 24, ., -16
(36) CCOC(=O)N1CCN(c2c(Nc3cc(C)[nH]n3)c(=O)c2=O)CC1
 : 5, -2, -1, -22, 1, -0.2, -3, 29, -0.2, 99
(37) COc1ccc(/C=N/NC(=O)c2ccc(N(C)S(=O)(=O)c3ccccc3)cc2)cc1OC
 : -2, 4, 3, ., -1, -0.6, 6, 16, -0.7, .
(38) Cc1cc(C)n(-c2ccc(C(=O)OCC(=O)NCc3ccco3)cc2)n1
 : -2, 17, -2, ., 0, 0.4, -7, 30, -0.5, -9
(39) Cc1ccc(OCC(=O)Nc2ccc(S(=O)(=O)N3CCCCC3)cc2)c([N+](=O)[O-])n1
 : -1, 2, 5, -2.0, 2, 1.1, 4, 22, -0.3, 1
(40) c1cncc(-c2nnc(-c3ccco3)o2)c1
 : -4, 6, 3, 0.3, 6, -0.5, -4, -4, -17, -3
(41) O=C(COC(=O)Cc1ccc(Br)cc1)NCc1cccs1
 : -6, 11, ., 1.4, 14, 1.1, 13, ., ., -21
(42) c1ccc(-n2cc(CN3CCC(N4CCOCC4)CC3)c(-c3ccc4c(c3)OCO4)n2)cc1
 : 0, 3, 1, -0.2, 1, -1.9, 18, 13, -0.4, -9
(43) O=C(Nc1ccc(F)cc1F)c1ccc(S(=O)(=O)N2CCCCC2)cc1
 : 2, 1, -2, 0.1, -6, -2.1, 7, 12, i, -14
(44) Cc1cc(NC(=O)CSc2nnc(C)o2)no1
 : -1, 0, -2, 0.7, 0, -0.3, 0, 18, i, -3
(45) COc1ccc(Cl)cc1C(=O)NC(C)C
 : 0, -1, 1, -0.4, 2, -0.5, -1, 0, -0.3, 5
(46) Cc1ccc(C(=O)Nc2nnc(-c3ccc(C(C)(C)C)cc3)s2)cc1
 : -2, 6, 1, ., -1, -1.1, 7, 11, 3.6, -13
(47) COc1cccc(COC(=O)C2CCN(S(=O)(=O)c3ccc(Cl)cc3)CC2)c1OC
 : -6, -6, ., 1.6, -4, -0.2, 24, ., i, -17
(48) CCOC(=O)c1cccc(NC(=O)Cn2cnc3c2c(=O)n(C)c(=O)n3C)c1
 : 0, 2, -2, ., -3, -0.5, 4, 2, i, -17
(49) Cc1ccc(C(=O)NCC(c2ccco2)N2CCc3ccccc32)cc1 (stereo not drawn)
 : -3, 0, ., 1.8, 7, 0.4, 15, ., i, -1
(50) CN1CCN(C(=O)C[C@@H]2C[C@H]3c4cc(NC(=O)c5cccnc5)ccc4O[C@H]3[C@H](CO)O2)CC1
 : 0, 9, ., 1.7, ., ., 11, ., -0.3, .
(51) CC1CC(C)CN(c2ncc3c(n2)CC(c2ccc(Cl)cc2)CC3=O)C1 (stereo not drawn)
 : -1, 0, 0, ., 3, -1.1, 12, 17, -0.4, -17
(52) CCN(C(=O)CSc1nnc(-c2cccs2)n1N)c1c(N)n(Cc2ccccc2)c(=O)[nH]c1=O
 : -2, 4, ., 1.0, 1, 0.9, 4, ., -1.8, -9

Screening results: PubChem BioAssay, several laboratories
